Screens from PubChem BioAssay.
Growth percent in the NCI-60 one-dose screen (48 h, 10 µM unless noted): 100 = growth as untreated, 0 = no growth, -100 = all killed.
RXF 393: RXF 393 renal cancer cells. hit rate 6.9% among 77,000. AID 1794773
OVCAR-8: OVCAR-8 ovarian cancer; AID 1794782; hit rate 4.4% among 81,000
OVCAR-5: OVCAR-5 ovarian cancer; hit rate 2.9% among 82,000; AID 1794783
OVCAR-3: OVCAR-3 ovarian cancer. hit rate 7% among 79,000
ACHN: ACHN renal cancer; AID 1794771; hit rate 4.9% among 81,000
A498: A498 renal cancer cells; hit rate 5.4% among 76,000
CAKI-1: CAKI-1 renal cancer; hit rate 4.7% among 75,000
TK-10: TK-10 renal cancer cells; hit rate 3.9% among 81,000
Numbers without * were called inactive; . = not tested or not shown. Rule for the calls: active = growth percent below 10; inactive = the rest. The list is partial; count on the stated rates, not on these rows.

SMILES | RXF 393 | OVCAR-8 | OVCAR-5 | OVCAR-3 | ACHN | A498 | CAKI-1 | TK-10
O=C1OC2CC1(O)CC(O)C2O (stereo not drawn) | 109 | 105 | 76 | 111 | 101 | 98 | 82 | 122
CCOC(=O)c1c(SC)nn(-c2cc(=O)[nH]c3ccc(OC)cc23)c1N | . | 90 | 103 | 100 | 98 | 85 | 84 | 108
CCCCC(C)NC=O (stereo not drawn) | 103 | 97 | 105 | 107 | 109 | 99 | 106 | 101
CC(=O)NC(N)=O | 113 | 103 | 95 | 112 | 102 | 65 | 102 | 85
N[C@@H](Cc1ccccc1)[C@@H](O)C(=O)NCCc1ccccc1 | 100 | 102 | 104 | 111 | 119 | 104 | 98 | 99
CCCCn1c(C)nc2ccc(Nc3nc(Cl)nc4nc[nH]c34)cc21 | 63 | 78 | 74 | 63 | 79 | -0.3* | 61 | 67
CCOP(=O)(CCN1CCN(CCCCCOc2cc3c(cc2OC)C(=O)N2CCC[C@H]2C=N3)CC1)OCC | 46 | 83 | 106 | 119 | 100 | 89 | 57 | 148
COC(=O)CCN(c1ccccc1)c1ccc(C)cc1 | 172 | 94 | 114 | 100 | 106 | 68 | 100 | 112
O=C(NCCCNc1cc(-c2cn(-c3ccccc3)nc2-c2cccc(O)c2)ccn1)c1ccc(F)cc1 | 16 | 36 | 58 | 38 | 52 | 29 | 12 | 60
CC(C)C(N)C(=O)Nc1nncs1 (stereo not drawn) | 120 | 90 | 104 | 73 | 116 | 102 | 91 | 81
C=C(C)[C@@H]1CC[C@]2(C(=O)Nc3ccccn3)CC[C@]3(C)[C@H](CC[C@@H]4[C@@](C)(CCC#N)[C@H](C(=C)C)CC[C@]43C)[C@@H]12 | 81 | 86 | 105 | 87 | 89 | 98 | 74 | 104
O=C(O)COc1ccc(Cl)cc1CC(Cl)CCl (stereo not drawn) | 95 | 108 | 100 | 108 | 96 | 110 | 90 | 99
CC/C(=N/O)c1ccc(O)cc1O | 101 | 105 | 100 | 113 | 100 | 65 | 98 | 114
CC(=O)OCC1OC(n2cc(COc3ccc4ccc(=O)oc4c3)nn2)C(OC(C)=O)C(OC(C)=O)C1OC1OCC(OC(C)=O)C(OC(C)=O)C1OC(C)=O (stereo not drawn) | 97 | 108 | 113 | 108 | 93 | 121 | 85 | 133
Cc1c(C(=O)Nc2ccc(Cl)cc2)sc2c(=O)[nH]cnc12 | 122 | 109 | 113 | 128 | 107 | 99 | 93 | 100
CNC(c1ccccc1)C(C)(C)O (stereo not drawn) | 103 | 98 | 106 | 105 | 106 | 96 | . | 93
CC1(C)CC(=O)C2=C(C1)N(c1ccc(OC(F)(F)F)cc1)C(N)=C(C#N)C2c1ccc(Cl)c([N+](=O)[O-])c1 (stereo not drawn) | 71 | 98 | 104 | 90 | 96 | 50 | 69 | 104
CCn1c(=O)n(C)c2c(=O)n(C)c(=O)n(C)c21 | 109 | 101 | 108 | . | 105 | 92 | 98 | 102
Cc1cc(-c2ccc([N+](=O)[O-])cc2)cc(C)n1 | 108 | 115 | 118 | 126 | 103 | 113 | 87 | 94
CCC(=O)OC1=C(C)SC2=NC(c3ccc(Cl)cc3)=CC(c3cc(OC)c(OC)c(OC)c3)N21 (stereo not drawn) | 101 | 93 | 102 | 107 | 96 | 110 | 93 | 128
Cc1cc(=O)[nH]c(Nc2nc3ccccc3[nH]2)n1 | . | 95 | 103 | 90 | 69 | 78 | 51 | .
CN(Cc1ccccc1)C1=CC(=O)C(N(C)Cc2ccccc2)=CC1=O | 106 | 101 | 106 | 119 | 108 | 86 | 93 | 101
NC(=N\N=C/c1ccccc1[N+](=O)[O-])/C(N)=N\N=C/c1ccccc1[N+](=O)[O-] | 103 | 109 | 109 | 116 | 109 | 86 | 95 | 100
O=C(O)c1ccc(-n2cc(CNc3ccc(F)cc3)c(-c3cc(C(F)(F)F)cc(C(F)(F)F)c3)n2)cc1 | 77 | 74 | 101 | 71 | 82 | 87 | 56 | 87
COc1ccc(-c2cc(SCCCC(=O)O)cc(-c3ccc(Cl)cc3)c2)cc1 | 104 | 95 | 117 | 114 | 100 | 94 | 100 | 115
O=C(O)c1ccccc1N=Cc1ccccc1 | 132 | 106 | 108 | 115 | 105 | 117 | 96 | 103
O=C1/C(=N/O)CCCc2ccccc21 | 103 | 107 | 101 | 112 | 102 | . | 110 | 93
O=C1NC(=O)C(=C2CCCCC2)N1 | 97 | 107 | 113 | 115 | 100 | 110 | 89 | 97
CS(=O)(=O)Nc1ccccc1 | 86 | 93 | 92 | 100 | 98 | 105 | 106 | 103
CN1CCN(c2ccncc2S(=O)(=O)N2CCCC2)CC1 | 100 | 107 | 96 | 104 | 101 | 103 | 99 | 99
Cn1c(O)c(/C=C2\C=c3ccccc3=N\C2=N\c2nccs2)c(=O)n(C)c1=O | 88 | 78 | 93 | 88 | 59 | 78 | 89 | 113
O=C1/C(=C\c2coc3ccccc3c2=O)c2ccccc2N1c1c(Cl)cccc1Cl | 44 | 32 | 102 | 17 | 55 | 13 | -7.9* | .
COC(=O)c1cc2c(/C=C3/NC(=S)NC3=O)coc2n1C | 38 | 76 | 97 | 96 | 95 | 100 | 74 | 90
O=C(O)C(Br)C(O)c1ccccc1 (stereo not drawn) | 118 | 117 | 112 | 115 | 111 | 99 | 103 | 112
CCC(CC)N1C(=O)/C(=c2\sc3n(c2=O)C2C(NN=3)N(CC)C(=O)N2CC)c2ccccc21 (stereo not drawn) | 9.6* | 35 | 30 | 7.6* | 32 | -17* | 40 | 86
O=CNCC1(c2ccccc2)CCN(Cc2ccccc2)CC1 | 100 | 108 | 96 | 111 | 101 | . | 98 | 103
CCC(=O)O[C@H](CC(=O)O)C[N+](C)(C)C | 119 | 98 | 110 | 123 | 103 | 100 | 96 | 107
Nc1c(Br)cc(Br)c(C(=O)O)c1Br | 111 | 109 | 102 | 122 | 99 | 119 | 106 | 106
CSCCC(C(=O)O)N1C(=O)/C(=C/c2ccc(O)c(O)c2)SC1=S (stereo not drawn) | 125 | 108 | 95 | 111 | 100 | 85 | 96 | .
C[C@]12CCCC[C@@H]1CC[C@@H]1[C@@H]2CC[C@@]2(C)[C@H]1CC[C@H]2[N+](=O)[O-] | 111 | 108 | 119 | 123 | 112 | 103 | 110 | 108
CN(CCC(=O)c1cccc2ccccc12)Cc1ccccc1 | 116 | 103 | 101 | 116 | 100 | 79 | 105 | 106
S=C(Nc1ccccc1)Nc1cccc2ccccc12 | 101 | 97 | 107 | 109 | 94 | 64 | 97 | 141
CNC(=O)CO | 125 | 106 | 116 | 125 | 99 | 88 | 108 | 96
Cc1c(Br)cc([N+](=O)[O-])c(C)c1[N+](=O)[O-] | 107 | 111 | 113 | 116 | 118 | 102 | 21 | 102
Cc1ccc(-[n+]2noc([O-])c2C2=NN(c3ccccc3)C(c3ccccc3)C2)cc1 (stereo not drawn) | . | 105 | 105 | 104 | 97 | 89 | 100 | 135
CCOC(=O)c1cc(C(=O)c2ccc(Br)cc2)n2c(-c3ccccn3)cccc12 | 106 | 107 | 104 | 110 | 97 | 103 | 87 | 132
[O-][n+]1nc2ccccc2c2ccccc21 | 106 | 103 | 113 | 121 | 107 | 114 | 94 | 96
c1ccc2c(c1)CCc1c(-c3noc4c3CCc3ccccc3-4)noc1-2 | 143 | 94 | 100 | 103 | 97 | 154 | 81 | 125

Taken from above, 13 compounds:
SMILES | RXF 393 | OVCAR-8 | OVCAR-5 | OVCAR-3 | ACHN | A498 | CAKI-1 | TK-10
O=CNCC1(c2ccccc2)CCN(Cc2ccccc2)CC1 | 100 | 108 | 96 | 111 | 101 | . | 98 | 103
CCC(=O)O[C@H](CC(=O)O)C[N+](C)(C)C | 119 | 98 | 110 | 123 | 103 | 100 | 96 | 107
Nc1c(Br)cc(Br)c(C(=O)O)c1Br | 111 | 109 | 102 | 122 | 99 | 119 | 106 | 106
CSCCC(C(=O)O)N1C(=O)/C(=C/c2ccc(O)c(O)c2)SC1=S (stereo not drawn) | 125 | 108 | 95 | 111 | 100 | 85 | 96 | .
C[C@]12CCCC[C@@H]1CC[C@@H]1[C@@H]2CC[C@@]2(C)[C@H]1CC[C@H]2[N+](=O)[O-] | 111 | 108 | 119 | 123 | 112 | 103 | 110 | 108
CN(CCC(=O)c1cccc2ccccc12)Cc1ccccc1 | 116 | 103 | 101 | 116 | 100 | 79 | 105 | 106
S=C(Nc1ccccc1)Nc1cccc2ccccc12 | 101 | 97 | 107 | 109 | 94 | 64 | 97 | 141
CNC(=O)CO | 125 | 106 | 116 | 125 | 99 | 88 | 108 | 96
Cc1c(Br)cc([N+](=O)[O-])c(C)c1[N+](=O)[O-] | 107 | 111 | 113 | 116 | 118 | 102 | 21 | 102
Cc1ccc(-[n+]2noc([O-])c2C2=NN(c3ccccc3)C(c3ccccc3)C2)cc1 (stereo not drawn) | . | 105 | 105 | 104 | 97 | 89 | 100 | 135
CCOC(=O)c1cc(C(=O)c2ccc(Br)cc2)n2c(-c3ccccn3)cccc12 | 106 | 107 | 104 | 110 | 97 | 103 | 87 | 132
[O-][n+]1nc2ccccc2c2ccccc21 | 106 | 103 | 113 | 121 | 107 | 114 | 94 | 96
c1ccc2c(c1)CCc1c(-c3noc4c3CCc3ccccc3-4)noc1-2 | 143 | 94 | 100 | 103 | 97 | 154 | 81 | 125

Additional structures
SMILES | RXF 393 | OVCAR-8 | OVCAR-5 | OVCAR-3 | ACHN | A498 | CAKI-1 | TK-10
CC1=C[C@@H](/C=C(\C)CCCc2ccoc2)[C@]2(OC(=O)C(C)=C2O)[C@@H]2[C@@H](C)CC[C@@H]12 | 112 | 103 | 105 | 106 | 100 | . | 92 | 124
CN1C(=O)N(c2ccccc2)C2N=c3s/c(=C4\C(=O)Nc5ccccc54)c(=O)n3NC21 (stereo not drawn) | . | 98 | 105 | 105 | 96 | 96 | 88 | 134
COc1cc(C2CC(=O)Nc3c2c(C)nn3-c2nc3ccccc3[nH]2)cc(OC)c1OC (stereo not drawn) | 90 | 103 | 103 | 115 | 102 | 78 | 114 | 109
COc1cc([C@H]2c3c(O)c(O)c4oc5ccccc5c(=O)c4c3[C@@H]3C=C(C)CC(C)(C)[C@H]23)c2c(=O)c3ccccc3oc2c1O | 76 | 42 | 68 | 14 | 33 | . | 45 | 49
COC12NC(=O)N(C)C1(OC)C(=O)N(C)C(=O)N2C (stereo not drawn) | 111 | 117 | 109 | 127 | 117 | 87 | 96 | 114
O=C(CCCc1ccccn1)c1cccc2ccccc12 | 124 | 100 | 105 | 105 | 97 | 92 | 94 | 88
CC(C)(C)C(=O)Nc1ccc2c(c1)C(=O)c1ccccc1C2=O | 78 | 91 | 94 | 110 | 88 | 85 | 89 | 95
CC1(C)CSC(=S)N1 | 102 | 98 | 100 | 126 | 104 | . | 95 | 106
CCCCNC1=CC(=O)C(NCCCC)=CC1=O | 103 | 108 | 119 | 114 | 105 | 105 | 110 | 106
C[C@]12CCC(=O)C=C1CC[C@@H]1[C@@H]2CC[C@]2(C)C3C(=O)CC4C(=O)N(Cc5ccccc5)C(=O)C4C3C[C@@H]12 (stereo partly drawn) | 83 | 100 | 94 | 109 | 90 | 85 | 80 | 101
CCCS(=O)(=O)N1CCCC(C(=O)Nc2nc3ccc(NC(=O)c4ccc(F)c(OC)c4F)cc3s2)C1 (stereo not drawn) | 8.5* | 27 | 86 | 49 | 47 | 84 | 43 | 75
O=C(OC1OC(COCc2ccccc2)C(OCc2ccccc2)C1OCc1ccccc1)c1ccc([N+](=O)[O-])cc1 (stereo not drawn) | 92 | 89 | 93 | 80 | 46 | 79 | 47 | 129
Cc1cc(C)c(S(=O)(=O)N2CCN(c3cc4c(cc3F)c(=O)c(C(=O)O)cn4C3CC3)CC2)c(C)c1 | 51 | 59 | 42 | 91 | 51 | 63 | 67 | 86
CCN(CC)c1ccc2nc3ccc(=[N+](CC)CC)cc-3oc2c1 | 53 | -9.6* | -30* | -7.9* | 8.6* | 74 | 35 | -26*
O=C(Nc1ccc(S(=O)(=O)O)cc1)c1ccccc1 | 108 | 94 | 95 | 108 | 111 | 95 | 98 | 101
O=C(Nc1cccc(-n2cc(-c3ccncc3)c(-c3ccc(O)c(Cl)c3)n2)c1)Nc1cccc(C(F)(F)F)c1 | -12* | -50* | 38 | -6.2* | 8.2* | 77 | -14* | -0.9*
Cc1ccc(S(=O)(=O)Oc2ccccc2)cc1 | 101 | 104 | 96 | 108 | 104 | 80 | 101 | .
CCCCCN(CCCCC)CCCCCCCCCN1CCCc2cc(OC)ccc21 | . | 83 | 86 | . | 74 | 79 | 90 | 101
NNC(=O)c1ccccc1F | 111 | 109 | 96 | 110 | 106 | 113 | 108 | 99
Cc1sc2c(=O)[nH]c(N3CCOCC3)nc2c1C | 97 | 87 | 93 | 99 | 106 | 109 | . | 104
CCOC(=O)c1ccc2c(c1)[n+](=O)c(C(=O)OC)c(C)n2[O-] | 105 | 62 | 84 | . | 85 | 105 | 73 | 90
O=c1[nH]c2ccc(I)cc2c(=O)n1O | 105 | 97 | 101 | 105 | 95 | 97 | 83 | 115
CN1CCCCC1CCN1c2ccccc2Sc2ccc(Br)cc21 (stereo not drawn) | . | 62 | 86 | 78 | 59 | 67 | 56 | 72
CCOC(=O)C1=C(C)n2nc(CC#N)c(C#N)c2NC1c1ccc(F)cc1 (stereo not drawn) | 102 | 104 | 104 | 97 | 101 | 112 | . | 109
CC(C)CCC[C@@H](C)[C@H]1CCC2C3=CCC4C(=O)C=CC(=O)C4C3CC[C@@]21C (stereo partly drawn) | -67* | 0.2* | 7.7* | 2.7* | 4.5* | -6.2* | -56* | -37*
COc1ccc(-c2nc(SCc3nc4ccccc4[nH]3)nc(Nc3ccc(C(=O)O)cc3)c2C#N)cc1 | 110 | 100 | 103 | 110 | 108 | 85 | 100 | 99
